# Screens as filed in PubChem.
# SNCA expr inh: inhibitors of alpha-synuclein (SNCA) gene expression. HEK-293 SNCA-luciferase knock-in, luminescence, 24 h. Potency, µM (highest dose often 57.2 µM), without a hit: at the highest dose activity change, negative = inhibition, usual class: inhibitors. 140,000 compounds, 0.17% hits;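 also: potency is read from the fitted curve at half-maximal effect; plate controls were DMSO cells for no effect and cell-free wells for full effect; nearly all actives have a fitted effect of over 45% in size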
# IP6K1 inh: inhibitors of human IP6K1; Q92551; IP6K1 kinase, ADP-Glo luminescence, 2 h; active compounds read low; activity change, % (series mostly up to about 58 µM); 140,000 compounds, 0.81% hits; AID 1645851; in the data active = activity change below about -25%
#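 ADP-Glo luminescence measures ADP made by human IP6K1 during a 2 h RT reaction with ATP/IP6 (mix at 1.3 mM/130 uM); top library doses 57.5 and 19.1 uM final.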
# NIH3T3 tox: kills NIH 3T3 cells; NIH 3T3 viability, CellTiter-Glo ATP luminescence, 48-72 h; Potency, µM (highest dose often 96.7 µM), for inactives: at the highest dose activity change, negative = cytotoxicity, hits mostly inhibitors; 94,000 compounds, 4.3% hits; also: potency is read from the fitted curve at half-maximal effect; nearly all actives have a fitted effect of over 55% in size
#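 Cells were seeded at 400 per well, treated with pin-transferred compound, and kept 48 or 72 hr at 37 °C before CellTiter-Glo addition and luminescence imaging of cellular ATP.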
# SNCA viab count: reduces viability of HEK-293 SNCA reporter cells; HEK-293-SNCA-luc viability, GF-AFC fluorescence, 24 h; Potency, µM (top dose mostly 57.1 µM), inactives show at the highest dose activity change, negative = cytotoxicity, most hits filed as cytotoxic; 150,000 compounds, 0.12% hits;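 also: potency is read from the fitted curve at half-maximal effect; 0% = DMSO-treated cells and -100% = medium-only wells without cells; nearly all actives have a fitted effect of over 30% in size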
#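 HEK-293-SNCA-luc cells (1500/well) plated 24 h, then exposed 24 h to a dilution series; GF-AFC added 30 min at 37C, fluorescence 405/540 nm; normalised to medium-only and DMSO wells, Hill fit.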
# GPT2 inhibitor: GPT2 alanine aminotransferase inhibition | 100,000 compounds, 0.25% hits | Potency, µM (top dose mostly 57.7 µM), inactives show at the highest dose activity change, negative = inhibition, actives largely listed as inhibitors | Recombinant GPT2, coupled pyruvate oxidase/HRP Amplex Red fluorescence; also: potency is read from the fitted curve at half-maximal effect; nearly all actives have a fitted effect of over 60% in size; many of its hits are not listed in these tables
# Target sequence (Q8TD30 whole entry, looked up): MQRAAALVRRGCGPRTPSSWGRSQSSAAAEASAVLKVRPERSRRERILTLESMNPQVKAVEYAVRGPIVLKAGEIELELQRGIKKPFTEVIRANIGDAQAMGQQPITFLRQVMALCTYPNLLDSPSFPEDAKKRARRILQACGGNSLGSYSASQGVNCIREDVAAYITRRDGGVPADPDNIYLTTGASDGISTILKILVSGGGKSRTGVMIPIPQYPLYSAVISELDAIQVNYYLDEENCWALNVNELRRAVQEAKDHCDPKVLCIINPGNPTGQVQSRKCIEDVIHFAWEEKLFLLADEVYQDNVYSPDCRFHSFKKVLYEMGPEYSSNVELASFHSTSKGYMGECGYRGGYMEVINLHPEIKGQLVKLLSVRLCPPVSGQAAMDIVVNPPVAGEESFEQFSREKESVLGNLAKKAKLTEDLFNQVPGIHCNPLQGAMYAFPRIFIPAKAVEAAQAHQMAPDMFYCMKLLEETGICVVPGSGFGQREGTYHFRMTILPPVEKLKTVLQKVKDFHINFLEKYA
#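 Recombinant GPT2 (10ng/uL) with 250uM a-KG and 2mM L-alanine, 30 min at room temperature, in HEPES pH 7.5 buffer. Pyruvate detected by pyruvate oxidase/HRP/Amplex Red fluorescence after 30 min in the dark; AOA (50uM) as positive control.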
# FLuc inh: inhibitors of firefly (Photinus pyralis) luciferase; P08659; purified P. pyralis luciferase, luminescence, biochemical; Potency, µM (doses to about 115 µM), for inactives: at the top dose activity change, negative = inhibition, most hits filed as inhibitors; 76,000 compounds, 2.5% hits; AID 1347043; also: potency is read from the fitted curve at half-maximal effect; nearly all actives have a fitted effect of over 65% in size
# Target sequence (P08659 whole entry, looked up): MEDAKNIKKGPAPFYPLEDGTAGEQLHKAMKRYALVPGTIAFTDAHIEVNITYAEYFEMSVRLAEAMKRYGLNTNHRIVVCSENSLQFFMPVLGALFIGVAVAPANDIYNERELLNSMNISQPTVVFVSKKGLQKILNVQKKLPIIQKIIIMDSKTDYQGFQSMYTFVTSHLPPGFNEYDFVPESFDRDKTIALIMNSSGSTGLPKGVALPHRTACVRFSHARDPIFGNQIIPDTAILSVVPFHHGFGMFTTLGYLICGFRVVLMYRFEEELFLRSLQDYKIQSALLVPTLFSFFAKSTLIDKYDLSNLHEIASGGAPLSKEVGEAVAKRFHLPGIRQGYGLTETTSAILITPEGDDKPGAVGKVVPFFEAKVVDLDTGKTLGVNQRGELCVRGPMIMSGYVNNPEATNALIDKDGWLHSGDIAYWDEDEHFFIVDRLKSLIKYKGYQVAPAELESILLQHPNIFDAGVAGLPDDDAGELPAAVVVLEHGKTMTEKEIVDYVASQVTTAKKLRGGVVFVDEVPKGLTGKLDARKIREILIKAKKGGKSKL
#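 Luminescence read by CCD imaging after purified firefly luciferase (10nM final) was added to substrate buffer holding 10uM D-luciferin and 10uM ATP, pH 7.5, pre-dosed with compound.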
# HEK293 tox: HEK 293 cell cytotoxicity. HEK 293 viability, ATP luminescence (CellTiter-Glo), 48-72 h. Potency, µM (series often up to 115 µM), for inactives: at the top dose activity change, negative = cytotoxicity, most hits filed as inhibitors. 94,000 compounds, 6.6% hits. AID 1345083; also: potency is read from the fitted curve at half-maximal effect; nearly all actives have a fitted effect of over 60% in size
#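 250 HEK 293 cells/well; compound by pintool; incubated 48 or 72 hr at 37 degree Celsius; CellTiter-Glo added, 10 min RT, luminescence imaged.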
# Numbers without * were called inactive; i = inactive; ? = inconclusive; nt = no result given; & = joins results of further samples; [ ] = another dose, or the depositor's remark. Unless noted, calls follow the shape of the dose curve; as a rule, active = well fitted curve in the direction sought with a large enough effect; inconclusive = small, poorly fitted or top-dose-only effect, or another doubt; inactive = no such curve, though single readings can be large; an effect the other way counts as inactive or inconclusive. Unless noted, % is scaled to controls: 0 for no effect and ±100 for the full control effect.
smiles | GPT2 inhibitor | FLuc inh | NIH3T3 tox | SNCA expr inh | HEK293 tox | IP6K1 inh | SNCA viab count
Cc1c(NC(=O)N2CCOCC2)ccc2c1c1ccccc1n2C(C)C | ? | nt | nt | nt | nt | -2 | -51%
COc1ccc2c(c1)C=C(C(=O)NCc1cc(Br)ccc1OC)CO2 | nt | nt | nt | -15% | nt | 15 | 0%
CCOCCOC1CCN(S(=O)(=O)c2cnn(CC)c2)CC1 | i | -13% | -21% | -34% | 2% | 2 | 1%[12.5 µM]
O=C1CC(c2ccccc2)N(C(=O)CNC(=O)c2ccncc2)CCCCCCN1 (stereo not drawn) | i | -2% | -17% | -12% | i | 1 | 3%
C=CCNC(=O)C1CCCN(S(C)(=O)=O)CCC(=O)NCC1 (stereo not drawn) | -5% | -7% | i | 0% | -7% | 5 | 12%
CN1C(=O)CCC2(CNC(=O)C3CCC3)CCCC=C12 (stereo not drawn) | i | 10% | -1% | -8% | -5% | -5 | 4%
CC(C)n1cc(C(=O)N2CC[C@H](N3CCOCC3)[C@H](CCC(=O)O)C2)cn1 | ? | 0% | -8% | ? | -15% | 8 | ?
Cc1ccc(C)c(S(=O)(=O)N2CCCCC2c2noc(COCC3CC3)n2)c1 (stereo not drawn) | i | 8% | ? | -24% | ? | 11 | -3%
O=C(Cc1ccccc1F)NC1CCN(c2cc(-c3ccccc3)[nH]n2)CC1 | -9% | -5% | -24% | 7% | ? | 34 | -11%
COc1ccc(CN2CCOc3nc(-c4cccc(NC(C)=O)c4)ncc3C2=O)cc1 | -1%[88.5 µM] | 5%[172 µM] | ? | 11%[87.6 µM] | 100µM* | 4 | -2%[87.6 µM]
CC(C)NC(=O)N1CCC2(CC1)CN(C(=O)c1cccc3[nH]ccc13)Cc1ccccc1O2 | i | nt | -13% | -15% | ? | 7 | -11%
COc1ccccc1CN1CCN(C(=O)CCC[C@H]2NC[C@@H]3C[C@H]2CN(Cc2ccccc2)C3)CC1 | ? | -21% | ? | 11% | ? | -7 | -10%
COC(=O)CNC(=O)N1CCC(c2nc(CCOc3ccc(F)cc3)no2)C1 (stereo not drawn) | 4% | -3% | i | 18% | -2% | 3 | -3%[12.5 µM]
COCCNC(=O)c1ccc(-c2ncc3cnc(-c4cccc(F)c4)cn23)cc1 | -3%[88.5 µM] | -18%[172 µM] | ? | -18%[87.6 µM] | ? | -15 | -7%[87.6 µM]
O=C1CCCCC(Cc2ccccc2)(C(=O)Nc2cccnc2)N1 (stereo not drawn) | -1% | -8% | 3% | 0% | 2% | 9 | 3%
O=C(NC1CCN(c2ccnc3ccnn23)CC1)c1ccccc1Cl | i | nt | ? | 19% | -20% | 14 | 2%
CC(C)CCCC(C)CCCC(C)CCCCC(C)CCCC(C)CCCC(C)C (stereo not drawn) | 0% | nt | nt | -43%[25.6 µM] | nt | -1 | -16%[23.9 µM]
Cc1noc2ccc(-c3ccc(CO)cc3)nc12 | -5%[88.5 µM] | -19%[230 µM] | ? | 30%[87.6 µM] | -14%[230 µM] | -2 | -9%[87.6 µM]
c1ccc(Nc2cnc3ccc(N4CCOCC4)nn23)cc1 | ? | -5%[172 µM] | ? | -9%[87.6 µM] | 112µM* | 12 | 12%[87.6 µM]
CN(C)C(=O)N1Cc2ccccc2OC2(CCN(C(=O)Cc3csc(N)n3)CC2)C1 | 5% | nt | -22% | -6% | -5% | -12 | -25%
CNC(=O)c1cc(C2CC2)nc2c1c(C1CCN(C(=O)c3ccc(C)cc3)CC1)nn2C | nt | nt | ? | nt | i | -11 | nt
COCCN1Cc2[nH]nc(-c3cccc(COC)c3)c2CC1=O | 0%[88.5 µM] | -10%[172 µM] | ? | -9%[87.6 µM] | -12%[172 µM] | 16 | -10%[87.6 µM]
C=CCNC(=O)[C@@H]1CCCN1[C@@H](C(=O)NC)c1ccccc1F | -11%[88.5 µM] | 1%[172 µM] | -4%[174 µM] | 8%[87.6 µM] | -3%[172 µM] | -13 | 3%[87.6 µM]
O=C(Nc1cccc(Cl)c1)N[C@H]1C[C@H]2C(=O)NC[C@@H](CCC(=O)N3CCc4ccccc43)N2C1 | -2% | 1% | -26% | 31%[activator] | -6% | 9 | 7%
COc1ccc(CCC(=O)NCC2Cn3cccc3C(=O)N2C)cc1 (stereo not drawn) | -1% | 4% | -4% | 9% | -25% | 11 | 2%
COc1ccc(C2C(=O)N(C3CCCCC3)CC(=O)N2CCc2ccc(OC)c(OC)c2)cc1 (stereo not drawn) | nt | nt | nt | 3% | nt | 20 | -28%
COC[C@H]1CCCN1[C@@H]1[C@H](O)[C@H](CO)O[C@@H]1CNCc1cccc(Cl)c1 | 3% | -3% | i | -7% | i | -13 | 0%
CCNC(=O)N1CC(C(=O)NCc2cccc(C)c2)CC(c2ccc(F)c(C)c2)C1 (stereo not drawn) | i | -8% | ? | ? | ? | 3 | -17%
CC(=O)N1CCN(c2nc3c(s2)CC(C(=O)NCCC2CCN(C)CC2)CC3)CC1 (stereo not drawn) | i | 3% | -9% | -24% | -25% | 40 | 12%
O=C(c1ccncc1)N1CCC2(CC1)CC(c1ccccc1)C(=O)N(C1CC1)C2 (stereo not drawn) | -14% | -6% | 4% | -7% | -1% | 0 | -5%
O=C(c1ccccc1Cl)N1CCN(c2ccnc3ccnn23)CC1 | 1% | nt | -26% | 8% | -28% | 12 | -3%
Cc1cccc(NC(=O)CSc2nc(-c3ccccc3)cc(=O)[nH]2)c1C | nt | nt | nt | -6% | nt | -15 | 0%
CN(C)C(=O)CN1C(=O)CO[C@H](c2ccc(NC(=O)Nc3ccccc3)cc2)[C@H]1CO | -9%[88.5 µM] | ? | -18%[174 µM] | 33%[activator][87.6 µM] | -4%[172 µM] | -2 | 0%[87.6 µM]
COC[C@H]1CCCN1Cc1nc(C2(O)CCN(CC(C)C)CC2)cs1 | -5%[88.5 µM] | 4%[172 µM] | -15%[174 µM] | 15%[87.6 µM] | -17%[172 µM] | 6 | 4%[87.6 µM]
O=C(c1cccc(Cl)c1)N1CCCC(C(=O)N2CCCC2c2nc3ccncc3[nH]2)C1 (stereo not drawn) | i | nt | -24% | -8% | 2% | 2 | -13%
CC(=O)NC1CCN(Cc2cccc(-c3cccc(C)c3)c2)CC1 | i | nt | 100µM* | 22%[87.6 µM] | ? | -7 | 4%[87.6 µM]
COc1ccc(Cn2c(C(=O)O)c(CNCc3ccco3)c3ccc(OC)cc32)cc1 | nt | nt | nt | -11% | nt | 16 | 2%
Cc1ccc2oc(C(=O)Nc3sc4c(c3C(=O)NCc3ccco3)CCC4)cc(=O)c2c1 | nt | nt | nt | -24% | nt | -17 | 10%
COc1cccc(-c2ccc(C(=O)N3CCC(NC(=O)c4ccccc4)CC3)cc2)c1 | i | nt | ? | 12% | 45µM* | -1 | 8%[12.5 µM]
CCOC(=O)N1CCC(NC(=O)c2cnn(-c3cccc(Cl)c3C)c2C2CCN(C(=O)OC(C)(C)C)CC2)CC1 | nt | nt | nt | 33%[activator] | nt | 39 | 9%
COc1cncc([C@@H](NC(=O)CCN2CCCCO2)C2CC(O)C2)c1 (stereo partly drawn) | i | 0%&0% | 0%&-9% | -12%&3% | i | -8&-1 | 1%&-14%
Cc1noc(-c2ccc(C(C)(C)C)cc2)c1C(=O)NCCOc1ccccc1 | i | -15% | -10% | -20% | -14% | 4 | -13%
Cc1ncccc1-c1nc2cc(C(=O)NCC(C)C)ccc2o1 | i | nt | ? | 53%[activator] | ? | 17 | 17%
CC(=O)Nc1nc2c(s1)C[C@@H]1[C@](C)(CO)[C@H](O)CC[C@@]1(C)[C@@H]2CC(=O)N1CCOCC1 | -4% | -5% | 2% | -27% | 4% | 10 | -4%
COc1ccc(OCC(=O)Nc2ccc3c(c2)nc(CCNC(=O)c2ccco2)n3C)cc1 | nt | nt | nt | -5% | nt | 6 | 17%
CCOc1cc(-c2nnc(SCC(=O)NC3CCCCC3)nc2-c2ccc(OC)c(OCC)c2)ccc1OC | nt | nt | nt | -9% | nt | -5 | -8%
O=C(NCC(=O)N1CCN(c2ncccn2)CC1)c1ccc(-c2cnc3ccccc3c2)cc1 | i | nt | ? | ? | ? | -8 | ?
Cc1nnc2n1C(C)CN(C(=O)CCc1nc(-c3ccncc3)no1)C2 (stereo not drawn) | i | 6% | -2% | 10% | -2% | -3 | 3%
COc1ccccc1NC(=O)[C@@H]1COCC(=O)N1Cc1ccc(OC)c(OC)c1 | -6% | -4% | -2% | 16% | 0% | -1 | -4%
Cc1ccc(C(=O)N2C[C@@H](Oc3ccccc3)C[C@H]2C(=O)N2CCOCC2)cn1 | i | 3% | i | 2% | 4% | -1 | -1%

# Remaining list, next part
smiles | GPT2 inhibitor | FLuc inh | NIH3T3 tox | SNCA expr inh | HEK293 tox | IP6K1 inh | SNCA viab count
COC1C(=O)N(C2CCN(C(=O)c3cnccn3)CC2)C12CCOCC2 (stereo not drawn) | i | 3% | i | 12% | -4% | -8 | 1%
CC1CCC2C(C(=O)O)=CC3CC(C)(C)CC132 (stereo not drawn) | i | nt | nt | nt | nt | 3 | -15%
Cn1c(=O)oc2cc(S(=O)(=O)CCC(=O)NCc3ccc(Cl)cc3)ccc21 | nt | nt | nt | 1% | nt | 11 | -6%
COCCN1C(=O)CS(=O)(=O)C12CCN(C(=O)Cc1cccc(F)c1)CC2 | 3% | -4% | -15% | -8% | i | -1 | -6%
Cn1nccc1CN1CCC2(CC1)CC(=O)Nc1ccccc1O2 | i | 2%[172 µM] | -14%[138 µM] | -12%[87.6 µM] | -21%[172 µM] | 3 | -22%[87.6 µM]
CCN1c2cc(C(=O)Nc3ccc(F)c(Cl)c3)ccc2C(=O)N2CCCCCC21 (stereo not drawn) | i | -8% | 32µM* | ? | 16µM* | 19 | 7%[12.5 µM]
COC[C@@H]1CN(C(=O)Cc2ccccc2C)C[C@H]1c1ccncc1 | i | -5% | -10% | 5% | -21% | -6 | 4%
CC[C@H]1CN(C(=O)C(C)(C)C)CC[C@H]1CC(=O)O | -1%[88.5 µM] | -3%[230 µM] | -3%[230 µM] | 24%[87.6 µM] | -6%[230 µM] | -7 | 1%[87.6 µM]
O=C(NCc1cccc(Cl)c1)C1CN(c2ccc(F)cc2)C(=O)N1 (stereo not drawn) | i | -8% | -19% | ? | 4% | 4 | 12%
O=C(C1CCCC1)N1CCC(c2noc(-c3ccncc3)n2)C1 (stereo not drawn) | -4% | 6% | -12% | -17% | 2% | 3 | 8%
O=C(C1CCCN1C(=O)C1CCCC1)N1CCC(N2Cc3cccn3C2=O)CC1 (stereo not drawn) | i | nt | -4% | 12% | i | -2 | -15%
CC(=O)c1ccc(NC(=O)c2cn3c4c(ccc(Cl)c4c2=O)OC(C)C3)cc1 (stereo not drawn) | nt | nt | nt | -23% | nt | 2 | 1%

# Single entries from above.
# SNCA expr inh with `Cn1c(=O)oc2cc(S(=O)(=O)CCC(=O)NCc3ccc(Cl)cc3)ccc21` : 1%
# SNCA expr inh with `Cc1ccc2oc(C(=O)Nc3sc4c(c3C(=O)NCc3ccco3)CCC4)cc(=O)c2c1` : -24%

# The list is partial. The share of hits here may be higher or lower than overall.
